# Bioassay records: PubChem BioAssay, several laboratories
# Neddyl block: inhibitors of cullin neddylation, primary screen, biochemical, TR-FRET, uHTS, NAE and Ubc12; calls only at 25 µM; AID 651699, 2012; 0.58% of 360,000 active; in the data active = inhibition above about 36%
# NRP1-CendR mod: modulators of CendR peptide binding to NRP-1, primary screen, biochemical, fluorescence polarization, uHTS. inhibition, % at 25 µM. Neuropilin-1 (Homo sapiens), O14786. 0.85% of 360,000 active. FAM-RPARPAR peptide binding to NRP-1;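 active = inhibition or corrected inhibition above about 18%, plus a signal ratio from 0.5 to 1.5, limit read from the data, passing the limit was not always enough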; note: strong numbers were not always called active
# SUMO1 PPI mod: modulators of SUMO1 protein-protein interactions, primary screen, biochemical, uHTS; Small ubiquitin-related modifier 1 (Homo sapiens), P63165; SUMO1 binding to a labelled peptide, TR-FRET, 1 h; inhibition, % at 20 µM; 0.33% of 360,000 active; AID 602429, 2012; in the data active = inhibition above about 37%
# Scp1 inh: Scp-1 phosphatase inhibitors, primary screen, biochemical, colorimetric, uHTS. Carboxy-terminal domain RNA polymerase II polypeptide A small phosphatase 1 (Homo …. Recombinant Scp1, phosphopeptide, malachite green phosphate absorbance. inhibition, % at 20 µM. 0.88% of 340,000 active. AID 493091, 2011;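 active = inhibition above about 50% at 20 µM, limit read from the data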;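 note: plate controls were DMSO wells with enzyme for no effect and wells lacking enzyme for full effect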
#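 Material: truncated SCP-1 phosphatase (76-261aa) / Buffer or medium: 50 mM Tris acetate pH 5.5, 0.005% Tween-20, 10 mM MgCl2 / Compound dosing: one concentration, 20 µM, with 1.0% DMSO / Incubation: 45 min room-temperature reaction, 5 min colour, 30 min stabiliser / Detection: colorimetric free-phosphate detection, absorbance 630 nm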
# Tb MetRS inh: T. brucei MetRS inhibitors, primary screen, biochemical, luminescence. methionyl-tRNA synthetase (Trypanosoma brucei brucei). purified T. brucei MetRS, ATP depletion, Kinase-Glo luminescence. inhibition, % at 11.9 µM. 0.4% of 360,000 active. AID 624268, 2012;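 active = inhibition above a per-plate cutoff of the control wells' mean inhibition plus 3 SD, cut at about 5.5% in these data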;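 note: 0% = DMSO wells median and 100% = median of wells with control inhibitor compound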
#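 Dosing: 11.9 µM compound single dose, 0.9% DMSO; Assay system: purified T. brucei MetRS enzyme; Measured by: Kinase-Glo luciferase luminescence reporting remaining unconsumed ATP; Schedule: 15 min plus 2 h at 25 °C.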
# NadD block: inhibitors of S. aureus NadD, primary screen, biochemical, colorimetric, uHTS; Nicotinate-nucleotide adenylyltransferase NadD (Staphylococcus aureus N315); purified NadD enzyme, colorimetric absorbance read-out; inhibition, % at 20 µM; 0.78% of 360,000 active; in the data active = inhibition above about 26%; note: some compounds past the cut are filed as inactive
# STEP block: STEP phosphatase inhibitors, primary screen, biochemical, fluorescence intensity, uHTS | Tyrosine-protein phosphatase non-receptor type 5 (Homo sapiens), P54829 | recombinant STEP, OMFP fluorogenic substrate | inhibition, % at 20 µM | 0.25% of 360,000 active;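 active = inhibition at 20 µM, scaled per plate between control wells, above about 37%, limit read from the data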;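 note: 0% = DMSO with enzyme and substrate and 100% = substrate only without enzyme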
#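 Measure: Control-normalized % inhibition with plate pattern correction | Test system: STEP phosphatase, cell-free reaction | Medium: pH 6.0 Bis-Tris with DTT and Tween 20 | Technique: Fluorescence, 480/540 nm | Times: Reaction 20 min, ambient temperature | Doses: Single compound dose of 20 µM, 1% DMSO final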
# DNMT1 inh: human DNMT1 methyltransferase inhibitors, primary screen, biochemical, molecular beacon, fluorescence, HinP1I cleavage, uHTS; inhibition (reported as % activation of signal), % at 10 µM; 0.83% of 360,000 active; AID 588458, 2011; in the data active = inhibition above about 50%
# Target sequence (P26358 504-1616 limits assumed): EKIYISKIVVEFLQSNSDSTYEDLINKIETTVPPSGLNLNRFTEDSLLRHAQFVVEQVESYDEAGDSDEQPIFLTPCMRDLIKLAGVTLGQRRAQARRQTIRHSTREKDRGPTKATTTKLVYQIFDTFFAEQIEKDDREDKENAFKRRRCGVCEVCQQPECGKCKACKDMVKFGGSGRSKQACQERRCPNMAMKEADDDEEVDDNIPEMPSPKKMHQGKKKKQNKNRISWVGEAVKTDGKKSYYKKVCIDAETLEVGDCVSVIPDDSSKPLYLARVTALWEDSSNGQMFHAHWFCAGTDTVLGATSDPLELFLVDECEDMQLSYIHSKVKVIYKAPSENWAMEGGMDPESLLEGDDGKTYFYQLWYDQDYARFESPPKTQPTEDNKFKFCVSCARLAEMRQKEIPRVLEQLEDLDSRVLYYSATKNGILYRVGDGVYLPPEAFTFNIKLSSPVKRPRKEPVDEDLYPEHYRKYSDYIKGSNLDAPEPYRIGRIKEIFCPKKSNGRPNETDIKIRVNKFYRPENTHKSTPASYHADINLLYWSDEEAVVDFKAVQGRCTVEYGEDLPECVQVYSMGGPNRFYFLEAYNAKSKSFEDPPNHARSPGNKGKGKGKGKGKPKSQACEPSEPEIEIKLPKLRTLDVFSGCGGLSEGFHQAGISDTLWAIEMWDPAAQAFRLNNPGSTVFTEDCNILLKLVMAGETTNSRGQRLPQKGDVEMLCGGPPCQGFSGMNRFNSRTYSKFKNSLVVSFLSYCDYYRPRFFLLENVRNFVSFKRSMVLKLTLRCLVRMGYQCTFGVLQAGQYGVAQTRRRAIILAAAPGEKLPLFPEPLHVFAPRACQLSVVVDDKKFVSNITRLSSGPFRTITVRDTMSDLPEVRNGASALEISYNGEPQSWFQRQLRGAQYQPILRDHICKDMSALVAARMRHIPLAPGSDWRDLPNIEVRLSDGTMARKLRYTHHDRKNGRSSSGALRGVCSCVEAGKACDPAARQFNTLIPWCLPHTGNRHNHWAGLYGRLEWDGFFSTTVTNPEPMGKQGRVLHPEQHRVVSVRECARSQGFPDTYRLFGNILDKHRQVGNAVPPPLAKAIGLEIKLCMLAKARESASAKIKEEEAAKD
# LMPTP inh: LMPTP phosphatase inhibitors, primary screen, biochemical, fluorescence intensity, uHTS | recombinant LMPTP-A, OMFP fluorogenic substrate | inhibition, % at 20 µM | 0.22% of 360,000 active | AID 651560, 2012;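 active = compounds that cut the enzyme signal by at least half of the control window in the single-dose screen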;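 note: plate controls were DMSO wells with enzyme plus substrate for no effect and substrate without enzyme for full effect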
#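 Test system: LMPTP-A phosphatase enzyme. Amount: LMPTP-A at 0.625 nM final in the reaction. Reagent: OMFP substrate, 400 µM final. Times: 50 min at room temperature. Signal: endpoint fluorescence intensity from OMFP dephosphorylation. Read-out basis: % inhibition. Benchmarks: no-enzyme and uninhibited controls.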
# SKN-1 block: suppressors of acrylamide-induced Pgst-4::GFP reporter in worms, primary screen, SKN-1 inhibitor project, whole organism, uHTS, GFP/RFP fluorescence ratio, strain VP596; C. elegans VP596 Pgst-4::GFP/RFP ratio, 24 h; inhibition, % at 21.8 µM; AID 624304, 2012; 0.49% of 360,000 active;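 active = interference check ratio from 0.5 to 1.5 plus GFP to RFP signal ratio inhibition reaching or exceeding a fixed threshold, cut at about 30% in these data, passing the limit was not always enough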; note: some compounds called inactive have numbers as strong as hits
# The depositor's hits bear a star; i = inactive; / = not tested or not shown.
SMILES	Neddyl block	NRP1-CendR mod	SUMO1 PPI mod	Scp1 inh	Tb MetRS inh	NadD block	STEP block	DNMT1 inh	LMPTP inh	SKN-1 block
O=C(NN1C(=O)c2cc(Br)ccc2NC1c1ccccc1Cl)c1ccncc1 (stereo unspecified)	i	18	0	-4	-0.8	2	-1	1	-0.8	-3
Cc1ccc(C(=O)NC(=S)Nc2ccccc2N2CCOCC2)cc1C	i	13	1	-2	-0.5	-1	0	-1	1.9	-6
CC(C)CN(C)C(=O)CC1C(=O)NCCN1C (stereo unspecified)	i	3	1	1	-0.5	5	-3	-2	-0.9	8
S=C(NCCN1CCOCC1)NC1CCCCC1	i	-2	5	-6	-0.6	-3	8	1	-1.9	6
CC1CN(C(=O)CCC(=O)N2CCOCC2)c2ccccc2O1 (stereo unspecified)	i	1	0	-1	-0.5	-6	0	-1	-0.5	-1
COc1cccc(-c2nn(-c3ccccc3)cc2C(=O)O)c1	i	8	4	-10	0.5	6	0	-1	-0.5	2
CCN(C#N)c1nc(NC(C)C)nc(NC(C)(C)C)n1	i	-6	0	1	-0.3	-2	-4	2	0.6	5
CC1(c2ccc(OC(F)F)cc2)NC(=O)N(CC(=O)Nc2cccnc2Cl)C1=O (stereo unspecified)	i	15	-2	-8	-0.5	6	-2	0	-6.4	-1
COc1ccc(N(CCC(=O)O)S(=O)(=O)c2ccc(C)cc2C)cc1	i	-8	-1	-1	-0.7	-4	-4	-2	-2.2	-4
COc1cc(OC)cc(-c2cc(N3C(=O)Nc4ccccc4N3O)n[nH]2)c1	i	16	13	-2	-1.1	3	-9	3	-0.8	-11
COC(=O)CSc1ccc(-c2nc3ccc(C)cc3[nH]2)cn1	i	10	10	-3	1.4	4	3	-4	-1.5	-9
CN(Cc1ccc(Cl)cc1)C(=O)c1ccccc1SCC(=O)N1CCCC1	i	7	-1	-6	-0.4	3	2	3	0.1	9

# One compound at a time, as listed above. Order of values: Neddyl block | NRP1-CendR mod | SUMO1 PPI mod | Scp1 inh | Tb MetRS inh | NadD block | STEP block | DNMT1 inh | LMPTP inh | SKN-1 block
# Profile of CN(Cc1ccc(Cl)cc1)C(=O)c1ccccc1SCC(=O)N1CCCC1 = i | 7 | -1 | -6 | -0.4 | 3 | 2 | 3 | 0.1 | 9
# Profile of COc1cc(OC)cc(-c2cc(N3C(=O)Nc4ccccc4N3O)n[nH]2)c1 = i | 16 | 13 | -2 | -1.1 | 3 | -9 | 3 | -0.8 | -11
# Profile of Cc1ccc(C(=O)NC(=S)Nc2ccccc2N2CCOCC2)cc1C = i | 13 | 1 | -2 | -0.5 | -1 | 0 | -1 | 1.9 | -6
# Profile of CC1CN(C(=O)CCC(=O)N2CCOCC2)c2ccccc2O1 (stereo unspecified) = i | 1 | 0 | -1 | -0.5 | -6 | 0 | -1 | -0.5 | -1

# (cont.)
SMILES	Neddyl block	NRP1-CendR mod	SUMO1 PPI mod	Scp1 inh	Tb MetRS inh	NadD block	STEP block	DNMT1 inh	LMPTP inh	SKN-1 block
Cc1noc(C)c1NC(=O)N(C)C[C@H]1Oc2ccc(NC(=O)C3CCCCC3)cc2C(=O)N([C@H](C)CO)C[C@@H]1C	i	6	8	-8	-0.2	-2	3	-2	0.2	12
Cc1ccnc(NC(=O)CCC(=O)N(CC(=O)NCCc2ccccc2)c2ccccc2F)c1	i	-7	-1	-1	-0.3	2	1	2	-0.5	-17
Cc1ccccc1NC(=O)C(C)OC(=O)C1CC(=O)N(Cc2ccco2)C1 (stereo unspecified)	i	-10	-1	4	-0.2	-5	0	4	-1.3	3
COc1ccc(C(=O)Oc2ccc3c(c2)OCO3)cc1OC	i	-4	1	-7	-0.1	-12	0	-6	-0.5	25
CCc1cccc(C)c1NC(=S)NCc1ccc2[nH]c(C)cc2c1	i	-22	-9	-6	0.2	21	0	-13	7.4	22
CC(Oc1cc2oc(=O)c3c(c2cc1Cl)CCC3)C(=O)NCC1CCC(C(=O)O)CC1 (stereo unspecified)	i	-1	-4	-4	-0.2	0	-2	-2	-0.1	15
CCCCN(C(=O)C(CCSC)N1C(=O)c2ccccc2C1=O)c1c(N)n(CCC)c(=O)[nH]c1=O (stereo unspecified)	i	-4	-2	-4	-0.2	2	1	3	-0.9	30
COc1cccc(N2CCN(C(=O)c3ccc(CS(=O)c4ccc(C)cc4)o3)CC2)c1 (stereo unspecified)	i	0	1	0	-0.2	1	-4	0	-0.6	20
Cc1csc(CNc2ncnc3ccc(-c4ccccc4Cl)cc23)c1	i	0	5	9	6.0*	2	-1	-7	4.0	13
Cc1ccc(S(=O)(=O)N2CCNC(=O)CC2)cc1	i	3	4	-7	0.0	-6	-4	-1	-1.9	-8
CC(C)(C)n1nc2c(c1NC(=O)c1ccc(S(=O)(=O)N3CCCC3)cc1)CSC2	i	-8	4	-5	-0.3	31*	2	-4	-0.6	9
O=C(COC(=O)c1cccnc1Cl)Nc1ccc(N2CCOCC2)cc1	i	4	0	/	0.0	-3	1	1	0.4	-16
CCOc1ccc(NC(=O)Cc2cccc3ccccc23)c([N+](=O)[O-])c1	i	-38	-14	-13	-0.1	-6	0	0	1.7	2
C=CCOC(=O)C1=C[C@H](c2ccc3c(c2)OCO3)C[C@H](OCCCCO)O1	i	5	0	-5	-0.2	-1	-2	-18	0.4	1
COc1cc(CC(=O)OCC(=O)N2CC(C)CC(C)C2)cc(OC)c1OC (stereo unspecified)	i	7	0	0	-1.1	-3	-2	2	0.5	-26
Cc1ccc2c(c1)nnn2C1CCN(S(=O)(=O)c2ccc(C(=O)O)cc2)CC1	i	-3	7	-7	0.2	-9	-2	-3	-2.0	-6
Cc1ccc(N=C2CCCN2Cc2ccccc2)c(C#N)c1	i	10	-4	-11	-0.7	-3	-2	3	-0.6	12
CN1CCN(C2=C(Cl)C(=O)N(C3CCCCC3)C2=O)CC1	i	-4	-20	-2	-0.4	6	7	-3	-2.0	-10
COc1ccc2c(-c3ccccc3)cc(=O)[nH]c2c1	i	-14	-8	-4	-0.4	-1	-3	3	0.9	7
O=C(CNS(=O)(=O)c1ccc(Br)s1)NC1CCCc2ccccc21 (stereo unspecified)	i	7	1	-5	0.0	-1	-1	-1	0.5	9
O=C(CNC(=O)c1ccc(Cl)cc1)OCC(=O)c1ccc2c(c1)OCCO2	i	1	0	-15	1.3	5	-1	0	0.6	-2
CC1(C)Cc2c(sc3nc(N/N=C/c4ccccc4)[nH]c(=O)c23)CO1	/	10	-5	-4	-0.9	2	4	-1	-0.6	3
CC1(C(=O)O)CCCN1C(=O)c1cccc(C(F)(F)F)c1 (stereo unspecified)	i	-3	3	/	-0.3	-1	-1	22	-1.6	17
O=C(CCNS(=O)(=O)c1ccccc1C(F)(F)F)NCCCc1ccccc1	i	15	0	-5	-0.3	-1	-1	2	-0.8	-14
O=C(O)c1cc(NS(=O)(=O)c2ccc3ccccc3c2)ccc1O	i	-3	-8	-14	-0.6	-6	-1	4	-3.1	3
COc1ccc(-c2ccnc3nc(-n4cccc4)nn23)cc1	i	-16	-3	-4	-0.5	-1	-1	22	5.2	19
CCOC(=O)C1CCCN(C(=O)c2ccccc2Oc2ccccc2)C1 (stereo unspecified)	i	7	-2	-7	-1.1	-5	-1	0	-3.4	-25

# Some of these compounds in order of their number in SKN-1 block, ascending.
molecule	Neddyl block	NRP1-CendR mod	SUMO1 PPI mod	Scp1 inh	Tb MetRS inh	NadD block	DNMT1 inh	LMPTP inh	SKN-1 block
CCOC(=O)C1CCCN(C(=O)c2ccccc2Oc2ccccc2)C1 (stereo unspecified)	i	7	-2	-7	-1.1	-5	0	-3.4	-25
O=C(O)c1cc(NS(=O)(=O)c2ccc3ccccc3c2)ccc1O	i	-3	-8	-14	-0.6	-6	4	-3.1	3
O=C(CNS(=O)(=O)c1ccc(Br)s1)NC1CCCc2ccccc21 (stereo unspecified)	i	7	1	-5	0.0	-1	-1	0.5	9
